# PGK inhibitor: inhibitors of T. brucei phosphoglycerate kinase | PGK/GAPDH coupled, Kinase-Glo luminescence, 60 min | Potency, µM (titrated, usually from 57.5 µM), without a hit: at the highest dose activity change, negative = inhibition, most hits filed as inhibitors | 0.043% of 380,000 active | AID 602233; note: potency is the fitted concentration of half-maximal effect; % is set by controls: 0 for no effect and ±100 for the full control effect; nearly all actives have a fitted effect of over 60% in size
#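 Luminescent ATP detection (Kinase-Glo Plus) follows a 60-minute room-temperature incubation, with wells lacking PGK as controls. Buffer: 100 mM TEA (pH 7.6), 5 mM MgCl2, 0.01% Tween-20. Coupling enzyme GAPDH (100 nM final) supplies unstable 1,3-BPG in-well.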
# HP1b binding inh: inhibitors of HP1-beta chromodomain binding to methylated histone tails; 0.56% of 390,000 active; Potency, µM (top dose mostly 114 µM), without a hit: at the highest dose activity change, negative = inhibition, actives largely listed as inhibitors; AID 540317; AlphaScreen HP1-beta / biotin-H3K9me3 peptide binding; note: potency is the fitted concentration of half-maximal effect; nearly all actives have a fitted effect of over 70% in size; inactives centre near 23
#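 AlphaScreen: HP1-beta (50 nM) preformed 30 min with biotin-H3(1-18)K9me3 peptide (50 nM) in PBS pH 7.4, 0.01% Tween-20. Compound added for 30 min at RT, then streptavidin donor/nickel chelate acceptor beads (10 ug/mL) for 30 min.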
# USP1 inh: blocks the human USP1/UAF1 deubiquitinase complex; Potency, µM (titrated, usually from 57.1 µM), without a hit: at the highest dose activity change, negative = inhibition, actives largely listed as inhibitors; recombinant USP1/UAF1, Ub-Rhodamine cleavage fluorescence; 0.23% of 390,000 active; note: potency is the fitted concentration of half-maximal effect; % is set by controls: 0 for no effect and ±100 for the full control effect; nearly all actives have a fitted effect of over 60% in size; inactives centre near -12
#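 USP1/UAF1 complex (1 nM) preincubated 15 min at room temperature with compound, then Ub-Rho substrate (150 nM final) added. Kinetic fluorescence at 480/540 nm over 6 reads at 60 s intervals; 50 mM HEPES pH 7.8, 0.5 mM EDTA, 0.1 mg/ml BSA, 1 mM TCEP, 0.01% Tween-20.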
# mIDH1 inhibitor: blocks human mutant IDH1 R132H enzyme; O75874; IDH1-R132H enzyme, NADPH consumption, diaphorase/resazurin fluorescence; 0.093% of 390,000 active; Potency, µM (series often up to 76.6 µM), inactives show at the highest dose activity change, negative = inhibition, usual class: inhibitors; note: potency is the fitted concentration of half-maximal effect; % is set by controls: 0 for no effect and ±100 for the full control effect; nearly all actives have a fitted effect of over 65% in size
# Target sequence (O75874 whole entry R132H, stated change not applied): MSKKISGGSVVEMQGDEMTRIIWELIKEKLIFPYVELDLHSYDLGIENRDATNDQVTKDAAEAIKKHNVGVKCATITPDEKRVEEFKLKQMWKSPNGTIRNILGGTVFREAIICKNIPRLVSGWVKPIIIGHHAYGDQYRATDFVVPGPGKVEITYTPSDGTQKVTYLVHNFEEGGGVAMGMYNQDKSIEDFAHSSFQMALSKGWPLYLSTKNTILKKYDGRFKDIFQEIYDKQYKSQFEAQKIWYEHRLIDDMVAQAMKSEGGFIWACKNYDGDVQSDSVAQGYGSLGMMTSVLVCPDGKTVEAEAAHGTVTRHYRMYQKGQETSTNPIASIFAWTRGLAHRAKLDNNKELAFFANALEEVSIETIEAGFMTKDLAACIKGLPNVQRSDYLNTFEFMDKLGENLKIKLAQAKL
#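 IDH1-R132H (0.5 ug/mL) preincubated 30 min with compound, then NADPH (0.016 mM) and alpha-KG (2 mM) added; 80 min at RT, pH 7.5. Remaining NADPH coupled via diaphorase/resazurin to fluorescence (540/590 nm); concentration-response curves normalized to no-enzyme control.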
# TrxR1 substrate: is turned over as a substrate by rat TrxR1 | 0.01% of 390,000 active | purified TrxR1 substrate turnover, NADPH consumption readout | O89049 | Potency, µM (titrated, usually from 114 µM), without a hit: at the highest dose activity change, negative = substrate turnover; note: potency is the fitted concentration of half-maximal effect; % is set by controls: 0 for no effect and ±100 for the full control effect; nearly all actives have a fitted effect of over 50% in size
#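 Rat TrxR1, dispensed at 90 nM, was prereduced with 400 uM NADPH (final) for 5 min at ~22 deg C, then incubated with compound 15 min before 400 uM selenite. A first-read NADPH fluorescence drop versus no-compound background flagged substrates.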
# rTrxR1 inhibitor: rat TrxR1 inhibition | Potency, µM (doses to about 114 µM), for inactives: at the highest dose activity change, negative = inhibition, hits mostly inhibitors | 1% of 390,000 active | recombinant rTrxR1, NADPH fluorescence consumption, selenite substrate; note: potency is the fitted concentration of half-maximal effect; % is set by controls: 0 for no effect and ±100 for the full control effect; nearly all actives have a fitted effect of over 65% in size
#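 Rat TrxR1 (90 nM in the dispensed reagent) was pre-reduced with 400 uM NADPH for 5 min at room temperature, then incubated with compound for 15 min. After 400 uM selenite was added, NADPH fluorescence (Ex 340/Em 450 nm) was followed for 8 min.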
# PI4K2A block: PI4K2A (human) kinase inhibition. 0.13% of 420,000 active. Q9BTU6. activity change, negative = inhibition, % at 76.9 µM. AID 1346378. purified PI4K2A, ADP-Glo luminescence, 1 h; active compounds read low; in the data active = activity change below about -50%; inconclusive = mostly about -30% to -49%;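 note: -100% = wells without enzyme as full effect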
#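 Compounds are screened against recombinant PI4K2A using PI as substrate and ATP, the latter dispensed at 300 microM. Reactions run one hour at ambient temperature before ADP-Glo detection; full inhibition defined by wells lacking enzyme.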
# GLS inh: glutaminase GLS (human) inhibition | AID 624170 | Potency, µM (doses to about 45.5 µM), for inactives: top-dose activity change, negative = inhibition, actives largely listed as inhibitors | GLS enzymatic activity, qHTS titration | O94925 | 0.21% of 410,000 active; note: potency is the fitted concentration of half-maximal effect; % is set by controls: 0 for no effect and ±100 for the full control effect
# Target sequence (O94925 whole entry, looked up): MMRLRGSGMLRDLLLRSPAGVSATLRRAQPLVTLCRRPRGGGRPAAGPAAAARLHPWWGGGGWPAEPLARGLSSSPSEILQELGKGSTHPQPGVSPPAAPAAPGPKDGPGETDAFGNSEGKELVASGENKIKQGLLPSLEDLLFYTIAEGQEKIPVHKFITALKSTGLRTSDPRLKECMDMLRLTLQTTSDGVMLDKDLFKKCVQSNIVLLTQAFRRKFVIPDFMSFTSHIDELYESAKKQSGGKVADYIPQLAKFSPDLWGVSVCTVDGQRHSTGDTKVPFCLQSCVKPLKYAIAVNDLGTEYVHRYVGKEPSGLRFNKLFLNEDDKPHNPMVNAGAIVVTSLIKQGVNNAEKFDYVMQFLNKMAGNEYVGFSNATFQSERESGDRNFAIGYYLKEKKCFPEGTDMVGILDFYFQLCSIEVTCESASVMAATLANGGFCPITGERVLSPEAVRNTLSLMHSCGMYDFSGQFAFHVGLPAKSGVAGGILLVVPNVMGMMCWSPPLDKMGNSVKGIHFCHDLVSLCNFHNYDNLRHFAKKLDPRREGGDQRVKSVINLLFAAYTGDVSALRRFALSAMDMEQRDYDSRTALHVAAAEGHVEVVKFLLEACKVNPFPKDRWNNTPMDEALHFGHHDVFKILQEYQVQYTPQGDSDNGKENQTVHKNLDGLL
#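 Human kidney-isoform GLS in 45 mM KH2PO4 pH 8.2, 0.02% Tween-20, with compound, started with 1mM L-Glutamine (added stock). Glutamate oxidase/HRP/Amplex red coupled fluorescence read at start and after 30 min at RT.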
# Pin1 inh: human Pin1 inhibition | Q13526 | Pin1 FP peptide displacement, HiFluor488, 10 min | Potency, µM (titrated, usually from 115 µM), without a hit: at the top dose activity, negative = inhibition, actives largely listed as inhibitors | 0.009% of 390,000 active; active = well fitted inhibition curve with a large enough effect in the polarisation, with a control signal flat, not every such curve was filed as active; inconclusive = small, poorly fitted or top-dose-only effect, or effect the other way, or a change in a side signal; inactive = no such curve, though single readings can be large or run the other way; the % refers to the polarisation; note: potency is the fitted concentration of half-maximal effect; % is set by controls: 0 for no effect and ±100 for the full control effect
# Starred values were filed as active, the others as inactive; i = inactive; ? = inconclusive; · = no result given; & = joins results of further samples; [ ] = dose if it differs, or a comment. Unless noted, calls come from the whole dose curve; as a rule, active = well fitted curve in the direction sought with a large enough effect; inconclusive = small, poorly fitted or top-dose-only effect, or another doubt; inactive = no such curve, though single readings can be large; an effect the other way counts as inactive or inconclusive. Some of the compounds tested, so the mix of outcomes need not match the whole.
SMILES,PGK inhibitor,HP1b binding inh,USP1 inh,mIDH1 inhibitor,TrxR1 substrate,rTrxR1 inhibitor,PI4K2A block,GLS inh,Pin1 inh
COc1ccc(C(=O)NC(C)c2nnc(SCC(=O)Nc3nc4ccccc4s3)n2C)cc1 (configuration not stated),-4%,24%,-10%,6%,-7%,-7%,-13,3%,-6%
COc1cccc(CNC(=O)COc2cccc3c2OC(C)(C)C3)c1,-3%,28%,2%,-4%,0%,11%,0,10%,8%
O=C(Nc1ccc(F)cc1)c1cnccn1,-1%,·,-12%,-8%,·,·,-5,12%,·
Cc1ccc2onc(CNC(=O)N(C)Cc3ccccc3)c2c1,5%,28%,-25%,-5%,5%,16%,1,2%,?
NS(=O)(=O)c1ccc(CCNC(=O)CCNC(=O)c2ccco2)cc1,3%,25%,-15%,5%,5%[0.0914 µM],16%,-1,36%[activator],-5%
CCCOc1ccc(C2c3c(oc4cc(C)c(C)cc4c3=O)C(=O)N2CCCN(C)C)cc1OCC (configuration not stated),i,31%,-17%,10%,-7%[57.1 µM],8%[57.1 µM],-8,-4%,1%
COc1ccccc1CNC(=O)C12CC3CC(CC(C3)C1)C2,8%,10%,-1%,5%,2%[57.1 µM],11%[57.1 µM],0,-3%,7%
N#C/C(=C\Nc1ccccn1)S(=O)(=O)c1ccc(Cl)cc1,-3%,0%,-12%,16%,-1%,15%,-1,7%,-8%
O=C(N[C@@H](Cc1ccccc1)C(=O)OCc1ccccc1)c1nc[nH]c1C(=O)N1CCNCC1,-7%,3%,-24%,0%,6%,13%,0,0%,-5%
CNC(=O)C[C@@H]1C(=O)N(Cc2ccccc2)CC1(C)C,i,·,-20%,1%,·,·,-4,0%,·
COc1cccc(/C=N/NC(=O)Cn2nc(C)c([N+](=O)[O-])c2C)c1O,1%,34%,-6%,0%,-8%,-3%,1,-8%,-4%
CCc1ccc(Nc2sc(C(=O)c3ccc(F)cc3)c(N)c2S(=O)(=O)c2ccccc2)cc1,i,10%,?,-1%,2%,16%,-3,-4%,25%
Cc1ccc([N+](=O)[O-])cc1-c1ccc(/C=N/NC(=O)c2cc3c(ccc4ccccc43)o2)o1,-1%,-4%,3%,0%,1%,14%,1,7%,1%
NC1=NC(c2cc(F)cc(F)c2)n2c(nc3ccccc32)N1 (configuration not stated),2%,18%,-16%,-4%,0%,24%[11.4 µM],-2,11%,-13%
COc1ccc(Br)cc1Cn1nnc(C(=O)Nc2ccc(C)cc2C)c1N,-3%,34%,-22%,7%,6%,22%,4,-11%,13%

# Whole records from above. Order of values: PGK inhibitor, HP1b binding inh, USP1 inh, mIDH1 inhibitor, TrxR1 substrate, rTrxR1 inhibitor, PI4K2A block, GLS inh, Pin1 inh
# Entry for N#C/C(=C\Nc1ccccn1)S(=O)(=O)c1ccc(Cl)cc1 = -3%, 0%, -12%, 16%, -1%, 15%, -1, 7%, -8%
# Entry for COc1ccc(Br)cc1Cn1nnc(C(=O)Nc2ccc(C)cc2C)c1N = -3%, 34%, -22%, 7%, 6%, 22%, 4, -11%, 13%

# Other results:
SMILES,PGK inhibitor,HP1b binding inh,USP1 inh,mIDH1 inhibitor,TrxR1 substrate,rTrxR1 inhibitor,PI4K2A block,GLS inh,Pin1 inh
Cn1nc(C(=O)N2CCN(c3cccc(Cl)c3)CC2)c2c1-c1ccccc1S(=O)(=O)C2,-5%&1%,46%&24%[activator],?,8%&-3%,12%[57.1 µM],36%[57.1 µM],0&1,1%&7%,7%&-1%
OC(CN1c2ccccc2Sc2ccccc21)Cn1nnc2ccccc21 (configuration not stated),-5%,?,-8%,-3%,-2%,12%,3,-2%,11%
O=[N+]([O-])c1ccc(C=Nc2cccc3ccccc23)s1,-3%,13µM*,14µM*,11%,48%[activator][57.1 µM],?,-7,?,-27%
COc1ccc2c(c1)C=C(C(=O)NCc1ccc(Cl)cc1)CO2,i,18%,-12%,3%,-1%,-1%,-2,22%,7%
NC(=O)CN1CCN(c2ccccc2F)CC1,3%,28%,6%,-1%,5%[57.1 µM],7%[57.1 µM],13,10%,-5%
O=C(NCCCn1ccnc1)c1ccc(-c2ccccc2)cc1,8%,24%,-5%,-3%,0%[2.29 µM],-3%[57.1 µM],-2,1%,2%
O=C(NC1CCCCC1)C(c1ccncc1)N(Cc1ccc2c(c1)OCO2)C(=O)C(F)(F)F (configuration not stated),-4%,-6%,-6%,8%,-3%,?,-7,2%,?
COc1cc(OC)cc(-c2nc3nc(C)c(CCC(=O)NCCC(C)C)c(C)n3n2)c1,-6%,31%[activator],-3%,-3%,2%,9%,2,-3%,-1%
CN1C(=O)CC(C(=O)Nc2ccc(F)cc2)SC1=Nc1ccc2c(c1)OCO2 (configuration not stated),-3%,15%,-9%,5%,1%,8%,-8,-5%,4%
CCCCn1c(=O)n(CC(=O)Nc2c(CC)cccc2CC)c(=O)c2c1nc(CO)n2CCC,1%,30%,0%,0%,4%,8%[57.1 µM],-12,-8%,6%
CS(=O)(=O)c1ccc(Cl)c(NC(=O)CCl)c1,-4%,33%,-4%,6%,4%[57.1 µM],13µM*,-1,1%,0%
O=C(CN1C(=O)S/C(=C/c2ccccn2)C1=O)N1CCOCC1,-9%,13%,-19%,0%,-3%,31%,2,-7%,-2%
Cn1c(=O)c2c(nc(SCC(=O)OCc3ccccc3)n2C)n(C)c1=O,-4%[11.5 µM],15%,-23%,-4%,9%,21%,-2,3%,-8%
Brc1ccc(C=Nc2ccc(Nc3ccccc3)cc2)s1,3%,?,-12%,7%,-11%,-31%,-18,36%[activator],19%
CCCCN(C1CCS(=O)(=O)C1)S(=O)(=O)c1ccc(OC)c(OC)c1 (configuration not stated),-9%,29%,-15%,5%,-10%,-13%,-3,-16%,0%
O=S1(=O)C2CC3C=CC2(O3)C(O)C(Cc2ccccc2)N1Cc1cccc(F)c1 (configuration not stated),·,25%,·,·,-2%,-6%,·,·,1%
Cc1ccc(NC(=O)CCC(=O)N2CCC(c3ccccc3)=N2)cc1S(=O)(=O)N1CCCCC1,-4%,2%,-3%,3%,-3%,-11%,5,3%,-1%
CCOC(=O)c1c(C)[nH]c(C(=O)COC(=O)c2oc3ccc(OC)cc3c2C)c1C,-5%,6%,-20%,-6%,16%[57.1 µM],17%[57.1 µM],2,-4%,1%
Cc1ccc(SCC(=O)NC(=O)NC(C)C)c(C)c1,-8%,30%,-19%,14%,4%,11%,1,-24%,-9%
CC(C)(O)C#Cc1ccc(C(=O)N2CCC(C(N)=O)(N3CCCCC3)CC2)o1,-10%,6%,-4%,9%,1%,?,-1,13%,4%
C=C(C)C(=O)O[C@H]1C/C(C)=C\C(=O)/C=C(\C)[C@H](O)[C@@H]2OC(=O)C(=C)[C@@H]21,-6%,26%,8%,-1%,2%,40µM*,-20,-1%,-3%
COC(=O)CN1C(c2ccccc2O)Nc2ccc(Br)cc2C1c1ccccc1 (configuration not stated),6%,1%,-13%,-1%,-13%,-17%,1,-11%,-2%
CN(C)c1ccc(-c2nc(-c3cc4cc(Cl)ccc4oc3=O)cs2)cc1,-6%,28%,-6%,-4%,5%[57.1 µM],25%[57.1 µM],-4,1%,-4%
Cc1c(CC(=O)O)c(=O)oc2c(C)c3occ(-c4ccc(F)cc4)c3cc12,-10%,40%[activator],-11%,0%,13%,-5%,-4,22%,?
COc1ccc(CCNC(=O)COC(=O)Cc2cc(OC)c(OC)c(OC)c2)cc1,-1%,14%,8%,3%,-8%,7%,1,-1%,-11%
CC(C)C(C)(C#N)NC(=O)CN1C(=O)NC2(CCCc3ccccc32)C1=O (configuration not stated),i,31%,-12%,0%,-7%,-1%,6,-17%,-12%
CCOc1ccc(S(=O)(=O)N2CCN(c3ccccn3)CC2)cc1,-8%,38%,-17%,-2%,2%,22%,1,3%,-4%
COc1ccc(C(=O)N2CCC(N3CCN(c4ccccc4)CC3)CC2)cc1,0%,?,3%,0%,6%,16%,4,18%,7%
COCCN(C(=O)CSc1nnc(Nc2ccccc2F)s1)c1c(N)n(Cc2ccccc2)c(=O)[nH]c1=O,-9%,3%,-7%,4%,-5%,-2%,0,8%,4%
COc1ccccc1N1CCN(c2nc(C)cc(=O)[nH]2)CC1,-10%,37%,-23%,-4%,0%,12%,0,15%,-3%
CCC(Sc1nc2ccccc2c(=O)n1CC1CCCO1)C(=O)NCc1cccnc1 (configuration not stated),-4%,37%[activator],-12%,0%,5%,13%,1,·,-3%
CCOP(=O)(Nc1cccc2oc(=O)c3ccccc3c12)OCC,i,25%,-9%,6%,181%[activator],?,10,3%,1%
O=C(CN1C(=O)c2ccccc2S1(=O)=O)Nc1cc(S(=O)(=O)N2CCCCC2)ccc1Cl,5%,24%,?,3%,-1%,-3%,-4,4%,26%
Cc1ccc(C(=O)NCCSC(C)(C)C)cc1,i,22%,-14%,7%,-5%[57.1 µM],12%[57.1 µM],-59*,-2%,-1%
CCOC(=O)c1ccccc1NC(=O)CCc1nc(-c2ccc(C)cc2)no1,i,49%[activator],-25%,17%,-7%,5%,1,-12%,5%
COc1ccc(/C=C(\C#N)C(=O)NCCc2ccccc2)cc1OCc1ccccc1,-3%,42%[activator],-13%,3%,7%,12%[57.1 µM],19,1%,?

# Screening results from PubChem.
